# Abeta rescue: qHTS for compounds that reverse cellular toxicity of Amyloid beta (A-beta) peptide in yeast: Primary Screen. yeast expressing A-beta42, growth rescue, OD600, 48 h; response scale: 0% DMSO, 100% iron-clioquinol control. hit rate 0.063% among 410,000. Potency, µM (titrated, usually from 46.1 µM), for the others: top-dose growth rescue, most hits filed as activators; note: potency is the fitted concentration of half-maximal effect; nearly all actives have a fitted effect of over 55% in size
#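 Growth rescue measured by 600 nm absorbance after 48 h yeast culture at 30 C with compound. Values normalized between DMSO and an equimolar ferric chloride plus clioquinol control.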
# PTHR1 ag: qHTS for PTHR1 Agonists: Primary Screen. Parathyroid hormone/parathyroid hormone-related peptide receptor (Homo sapiens), Q03431. HEK293 GP2 PTHR1 cells, GloSensor cAMP luminescence, 1 h. Potency, µM (doses to about 115 µM), for inactives: at the top dose activation, hits mostly activators. hit rate 0.075% among 410,000. AID 743266, 2014; note: potency is the fitted concentration of half-maximal effect; nearly all actives have a fitted effect of over 55% in size; some results filed as inactive show a strong effect at the top dose; inactives centre near -15; many of its hits are not listed in these tables
# Target sequence (Q03431 whole entry, looked up): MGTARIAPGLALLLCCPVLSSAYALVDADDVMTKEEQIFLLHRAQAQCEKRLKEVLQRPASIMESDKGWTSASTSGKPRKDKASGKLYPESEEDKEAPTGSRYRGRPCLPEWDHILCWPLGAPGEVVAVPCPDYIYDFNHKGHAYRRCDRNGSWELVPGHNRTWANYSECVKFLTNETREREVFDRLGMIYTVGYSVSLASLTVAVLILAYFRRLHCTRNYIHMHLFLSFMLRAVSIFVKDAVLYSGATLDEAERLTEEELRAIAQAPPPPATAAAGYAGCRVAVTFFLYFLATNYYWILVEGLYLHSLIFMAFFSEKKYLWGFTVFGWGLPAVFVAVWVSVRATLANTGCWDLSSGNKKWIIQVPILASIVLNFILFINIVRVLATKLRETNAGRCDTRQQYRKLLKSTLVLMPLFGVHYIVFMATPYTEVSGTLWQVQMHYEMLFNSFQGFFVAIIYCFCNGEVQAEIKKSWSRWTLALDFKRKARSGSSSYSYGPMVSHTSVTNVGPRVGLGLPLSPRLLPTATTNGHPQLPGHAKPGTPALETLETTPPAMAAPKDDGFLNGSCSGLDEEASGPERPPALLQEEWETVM
#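 HEK-293-derived GP2 cells expressing PTHR1 and a GloSensor cAMP reporter, 3,000/well, plated overnight, given luciferin plus IBMX (each 0.5 mM as added) for 1 h at 37 °C, then compound for 1 h at 37 °C. Luminescence was read after 15 min at room temperature.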
# GLP1R inv ag: qHTS of GLP-1 Receptor Inverse Agonists (Inhibition Mode). Glucagon-like peptide 1 receptor (Homo sapiens), P43220. AID 624417, 2012. hit rate 1.6% among 410,000. HEK293 GLP-1R CRE-luciferase, luminescence, 24 h; GLP-1R form is constitutively active. Potency, µM (series often up to 38.3 µM), inactives show top-dose activity change, negative = inhibition, hits mostly inhibitors; note: potency is the fitted concentration of half-maximal effect; % is set by controls: 0 for no effect and ±100 for the full control effect; nearly all actives have a fitted effect of over 55% in size
# Target sequence (P43220 whole entry, looked up): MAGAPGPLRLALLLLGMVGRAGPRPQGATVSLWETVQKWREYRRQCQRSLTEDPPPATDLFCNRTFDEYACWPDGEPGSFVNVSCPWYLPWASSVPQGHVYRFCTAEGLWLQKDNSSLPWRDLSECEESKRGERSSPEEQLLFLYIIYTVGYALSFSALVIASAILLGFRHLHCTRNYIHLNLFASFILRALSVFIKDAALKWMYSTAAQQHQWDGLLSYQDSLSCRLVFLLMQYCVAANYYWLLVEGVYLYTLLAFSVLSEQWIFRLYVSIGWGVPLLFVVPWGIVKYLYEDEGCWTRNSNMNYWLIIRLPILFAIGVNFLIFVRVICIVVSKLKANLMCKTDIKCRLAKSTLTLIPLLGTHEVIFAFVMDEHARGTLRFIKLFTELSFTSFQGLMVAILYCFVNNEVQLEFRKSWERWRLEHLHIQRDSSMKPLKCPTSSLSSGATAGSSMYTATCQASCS
#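 Using stably transfected HEK293 (constitutively active GLP-1R, cAMP-luciferase reporter), compounds were incubated 24 hr and luciferase measured by luminescence.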
# Akt phos inh: HTS Assay for Inhibitors of Akt Phophorylation: Primary Screen. Neuro2A IGF-stimulated pAkt S473 HTRF, 20 min; active compounds read low. activity change, % for hits at 50 µM. hit rate 0.32% among 360,000; in the data active = activity change below about -80%; inconclusive = mostly about -51% to -80%; note: % is set by controls: 0 for no effect and ±100 for the full control effect
#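 Single-point screen (50 µM final compound) in Neuro2A cells stimulated 20 min with 6 nM IGF at 37 deg C. After lysis, Ser473-phosphorylated Akt read by HTRF (ex 330 nm, em 615/665 nm) as the 665/615 ratio.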
# TDP-43 yeast inh: qHTS of TDP-43 Inhibitors; hit rate 1.8% among 410,000; AID 652104, 2013; Potency, µM (doses to about 46.1 µM), without a hit: top-dose growth rescue (activation), most hits filed as activators; TDP-43 expressing yeast growth rescue, BacTiter-Glo, 24 h; note: potency is the fitted concentration of half-maximal effect; % of control where 0% means no effect; nearly all actives have a fitted effect of over 50% in size
#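 Yeast expressing TDP-43 (pregrown in raffinose, seeded at OD600=0.02 in galactose medium) exposed to compounds 24 hr at 30 deg C. Growth read by BacTiter-Glo luminescence; rescue of toxicity appears as increased signal.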
# GLP1R cytotox: qHTS of GLP-1 Receptor Inverse Agonists: Cytotox Screen; HEK293 cAMP-luciferase reporter cells, luminescence, 24 h; Potency, µM (top dose mostly 38.3 µM), without a hit: at the top dose activity change, negative = inhibition, usual class: inhibitors; hit rate 0.13% among 410,000;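 note: loss of luciferase light is scored as toxicity; potency is the fitted concentration of half-maximal effect; % is set by controls: 0 for no effect and ±100 for the full control effect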
#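 A 23 nL compound transfer followed 12 hours of cell culture at 37 deg C; exposure then lasted 24 hr. Luciferase assay detection reagent was dispensed and plates read for luminescence after a 12 min room-temperature wait.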
# FUS suppressor: qHTS for Suppressors of FUS Proteinopathy: Primary screen using FUS-linked yeast assay | S. cerevisiae FUS-expressing, growth rescue, OD600, 24 h | Potency, µM (highest dose often 76.6 µM), inactives show top-dose growth rescue (activation), hits mostly activators | hit rate 0.24% among 390,000 | AID 1347120, 2019;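 note: potency is the fitted concentration of half-maximal effect; plate controls were DMSO vehicle for no effect and reference control for full effect; nearly all actives have a fitted effect of over 55% in size; some results filed as inactive show a strong effect at the top dose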
#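 Galactose (2%) drives FUS expression in yeast precultured in raffinose; seeding density OD 0.005. Test compounds incubated 24hr at 30C and 99% humidity before absorbance at 600 nm was measured.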
# aSyn yeast inh: qHTS of alpha-syn Inhibitors. Yeast expressing alpha-synuclein, growth rescue, BacTiter-Glo, 24 h. Potency, µM (titrated, usually from 46.1 µM), without a hit: top-dose growth rescue (activation), hits mostly activators. hit rate 0.14% among 370,000; note: potency is the fitted concentration of half-maximal effect; % of control where 0% means no effect; nearly all actives have a fitted effect of over 65% in size
#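 Rescue of yeast growth: cells expressing toxic alpha-synuclein, induced in galactose at OD600 0.02, incubated with compound 24 h at 30 C. ATP luminescence quantified growth; inhibitors of toxicity appear as activators.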
# MmCpn inh: Inhibitors of TCP-1 ring complex (TRiC) of Methanococcus maripaludis (MmCpn): qHTS. Chaperonin Mm-Cpn (Methanococcus maripaludis). purified Mm-Cpn ATPase, ADP Transcreener TR-FRET. Potency, µM (series often up to 76.9 µM), for inactives: at the highest dose activity, negative = inhibition, hits mostly inhibitors. hit rate 0.031% among 330,000. AID 504842, 2011; note: potency is the fitted concentration of half-maximal effect; % is set by controls: 0 for no effect and ±100 for the full control effect; nearly all actives have a fitted effect of over 80% in size
#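 TR-FRET (320 nm excitation; 590 and 665 nm emission) reports ADP made from 10 uM ATP by 25 nM enzyme; compounds were preincubated 10 min, reaction run 30 min, both at 37°C.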
# * marks the source's active call; other numbers are inactive results; i = inactive; ? = inconclusive; . = no result given; & = joins results of further samples; [ ] = another dose, or the depositor's remark. Unless noted, calls come from the whole dose curve; as a rule, active = well fitted curve in the direction sought with a large enough effect; inconclusive = small, poorly fitted or top-dose-only effect, or another doubt; inactive = no such curve, though single readings can be large; an effect the other way counts as inactive or inconclusive.
# Second line of a record – Abeta rescue, PTHR1 ag, GLP1R inv ag, Akt phos inh, TDP-43 yeast inh, GLP1R cytotox, FUS suppressor, aSyn yeast inh, MmCpn inh
CCOC1=NS(=O)(=O)c2ccccc21
    -2%, i, 35%[activator], i, 20%, 14%, ., 7%, 0%
COc1cc(C)ccc1OCC(=O)OCC(=O)c1cc(C)n(CC2CCCO2)c1C (stereo unspecified)
    1%, -87%[inhibitor], 3%, i, 9%, -7%, 19%, 12%, -1%
O=C(c1cccc(NS(=O)(=O)c2cccc(F)c2)c1)N1CCN(c2ccccc2)CC1
    5%, -29%, -3%, i, 15%, 8%, ?, -7%, 2%
O=C(NCCCN1CCN(CCCNC(=O)c2ccc(F)cc2)CC1)c1ccc(F)cc1
    12%, -43%[inhibitor], 8%, i, -6%, -3%, -9%, -15%, 4%
CN(C)c1cc[n+](CC(=O)N2CCCc3ccccc32)cc1
    -6%, i, 4%, i, -3%, -2%, -15%, -3%, 0%
O=C(Nc1ccc(-c2nc3ccccc3s2)c(OC(=O)c2ccccc2)c1)c1ccccc1
    -6%, i, 42%[activator], i, 13%, -5%, -8%, 1%, -1%
Cc1ccc(C)c(NC(=O)c2cc(S(=O)(=O)N3CCCc4ccccc43)ccc2F)c1
    -6%, i, ?, ., 19%, 3%, 45%, ., .
Oc1cccc(C(Nc2nccs2)c2ccc3cccnc3c2O)c1 (stereo unspecified)
    -32%, i, ?, i, ?, 9%, 14%, 19%, 0%
Cc1ccc(NC2CCCN(C(=O)CSc3ccncc3)C2)cc1C (stereo unspecified)
    4%, i, ?, i, -1%, -3%, 13%, 0%, 2%
COc1ccc(Cl)cc1N(C)C(=O)C(=O)Nc1ccc2nc3n(c(=O)c2c1)CCCCC3
    11%, i, 6%, ., ?, 0%, 23%, ., .
Cn1nnc2cc(NC(=O)NCc3ccc4c(c3)OCO4)ccc21
    -17%, i, 0%, i, -30%, 1%, 7%, -1%, -6%
O=C(C1CCCCC1)N(Cc1cccnc1)c1nc2ccc(F)cc2s1
    -62%[inhibitor], -2%, 11µM*, ., ?, 0%, 36%, ., .
COCC1CCN(C(=O)c2cc(COc3ccc(C)c(C)c3)on2)C1 (stereo unspecified)
    -4%, -44%[inhibitor], -17%, i, ?, 9%, 24%, 10%, 0%
COC(=O)c1cc(C)sc1NC(=O)C1C2C=CC(CC2)C1C(=O)O (stereo unspecified)
    8%, i, 3%, i, ?, 4%, -3%, 2%, -20%
O=S(=O)(c1ccc(Br)cc1F)N1CC[C@H](O)C1
    -5%, i, 6%, i, ?, 0%, -13%, 2%, .
CCCCCCCCN1[C@@H](CC(=O)OC)c2cc(F)ccc2S1(=O)=O
    -12%, -23%, ?, i, 22%, 4%, 14%, 6%, .
Nc1ccc(-n2cnc3cc([N+](=O)[O-])ccc32)cc1
    14%, -20%[57.5 µM], 26%, i, 27%, 1%, 3%, 9%, -1%
CN1C(=O)c2ccc(NC(=O)c3ccc(N4CCCCC4)c([N+](=O)[O-])c3)cc2C1=O
    1%, -23%, 3%, i, 14%, -12%, ., 0%, 0%
Cc1ccc(/C=C/C(=O)Nc2nc3ccccc3[nH]2)cc1
    -10%, i, 12%, i, 3%, -24%, ., -18%, -1%
COCCN(C(=O)COC(=O)CCC1CCCC1)c1c(N)n(Cc2ccccc2)c(=O)[nH]c1=O
    -7%, -4%, 35%[activator], i, 6%, 1%, 25%, -7%, 1%
CC1CCN(C(=O)CSc2nnc(NC(=O)Nc3ccccc3)s2)CC1
    1%, -24%, 7%, ., 22%, 0%, 2%, ., .
Cc1ccc(Sc2ncccc2/C=N/O)cc1
    2%, i, 3%, i, ?, -12%, 17%, -3%, 1%
Cc1nnc(SCC(=O)Nc2cc(C(F)(F)F)ccc2N2CCOCC2)o1
    7%, i, 4%, i, -3%, -2%, -4%, -1%, 0%
Cc1ccccc1-c1cnc(C(O)c2ccc(C(C)(C)C)cc2)[nH]1 (stereo unspecified)
    -8%, -4%, 5%, i, -2%, 0%, -9%, 1%, .
CCOc1ccc(N(CC(=O)NCCSCc2ccc(C)cc2)S(C)(=O)=O)cc1
    11%, -5%, -18%, i, 17%, 5%, 23%, 8%, 0%
CC[n+]1c(-c2ccc(C)cc2)csc1Nc1c(C)n(C)n(-c2ccccc2)c1=O
    2%, -16%, 8.9µM*, i, 5%, -18%, -3%, -9%, 0%
CC(C)NC(=O)/C(C#N)=C/c1ccc2c(c1)OCCO2
    ?, -9%, 44%[activator], i, 0%, 1%, 16%, 11%, 2%
CCCn1c(SCC(=O)Nc2cccc(C)n2)nnc1C(C)C
    -9%, i, 6%, i, -1%, 16%, 15%, -6%, 3%
COc1cccc(NC(=O)c2sc3nc4n(c(=O)c3c2C)CCC4)c1
    -12%&-18%, -25%&-23%, 64%&18%[activator], i, -10%&16%, 5%&13%, -1%&-14%, -8%, -1%
CC1(C)C(=O)Nc2ccccc2N1C(=O)COC(=O)CNS(=O)(=O)c1ccc(Br)cc1Cl
    -8%, -17%, 3%, i, -11%, 5%, 24%, -4%, .
O=C(NCCCn1ccnc1)c1ccc(NS(=O)(=O)c2cccc([N+](=O)[O-])c2)cc1
    11%, i, 7%, i, 17%, 7%, 12%, -1%, 1%
O=C(NC1CCCCC1)C(c1ccccc1F)n1c(=O)c(-c2ccco2)nc2ccccc21 (stereo unspecified)
    -3%, i, -26%, i, ?, -11%, ?, -1%, .
COC(=O)Cc1nnc(NC(=O)C(C)C)s1
    4%, i, 0%, ., 4%, -7%, 4%, ., -1%
COc1ccc(NC(=O)c2cc(-c3ccccc3Cl)no2)cc1
    8%, -11%[57.5 µM], 13%, i, 11%, -4%, -18%, -6%, 0%
Cc1c(C(=O)Nc2cccc(C(F)(F)F)c2)sc2nc[nH]c(=O)c12
    -14%, -17%, ?, ., 7%, -9%, -11%, ., .
O=C(NCCc1ccccc1)C(=O)NCC1OCCN1S(=O)(=O)c1cccs1 (stereo unspecified)
    -1%, -24%, 0%, i, 0%, 3%, ., 9%, -3%
Clc1ccccc1C1=Nn2c(nnc2-c2ccco2)SC1
    -10%, i, 19%, i, 17%, 4%, 9%, -1%, 0%
Cc1sc(NC(=O)CCC(=O)O)c(C#N)c1C
    2%, i, 20%, i, 5%, -6%, 0%, 6%, -1%
COc1ccc(-c2sc3ccccc3c2-c2ccc(O)cc2)cc1
    -28%, -37%[inhibitor], ?, i, 23%, -5%, -6%, 2%, -28%
Cc1nc2cc(NC(=O)c3ccc(S(=O)(=O)N(C)c4ccccc4)cc3)ccc2o1
    -12%, -32%[inhibitor], ?, i, 9%, -33%, 22%, 0%, -1%
Clc1ccc(N2N=C(c3cccs3)CC2c2ccco2)cc1 (stereo unspecified)
    4%, i, -3%, i, 14%, 376%[activator], 4%, 5%, -4%
CC1(C)Cc2c(sc(NC(=O)Cc3ccccc3)c2C#N)CO1
    4%, i, 7%, i, -9%, 24%, -15%, 1%, 2%
Cc1ccc(NC(=O)CSc2nc3n[nH]c(C)c3c(=N)n2-c2ccccc2C)cc1C
    -6%, -61%[inhibitor], ?, ., 8%, ?, 12%, ., .
O=C(OCc1cc(=O)n2c(n1)sc1ccccc12)c1ccc2c(=O)n3c(nc2c1)CCC3
    2%, -4%[57.5 µM], 16%, ?, -11%, -7%, 32%, -1%, 0%
CCOC(=O)c1ccc(N2CN=C3SCC(=O)N3C2)cc1
    11%, i, 9%, i, 4%, -4%, 6%, -6%, 2%
O=C(Nc1cccc(C(=O)N2CCCCC2)c1)c1nsc2ccccc12
    5%, -44%[inhibitor], -7%, ., 35µM*, 0%, 33%, ., .
Cc1cc(C)n2[nH]c(=O)c(N=Nc3cccc(Cl)c3)c2n1
    -1%, -24%[57.5 µM], -12%, i, -4%, -26%, -3%, -11%, .
CC(C)C[C@H](N)c1nnc(SCc2ccc(Cl)cc2Cl)o1
    -5%, i, -32%, ., 5%, 3%, 0%, -7%, .
COc1ccc(NC(=O)CSCC(=O)N(C)CC(=O)Nc2c(C)cccc2C)cc1
    -2%, i, 18%, i, 1%, -11%, 14%, -1%[1.84 µM], 0%
Cc1ccc2c(c1)[nH]c1c(N3CCN(Cc4ccccc4)CC3)ncnc12
    -9%, -82%[inhibitor][57.5 µM], -17%, i, 8%, -30%, 0%, -23%, 2%

# Next section:
# Second line of a record – Abeta rescue, PTHR1 ag, GLP1R inv ag, Akt phos inh, TDP-43 yeast inh, GLP1R cytotox, FUS suppressor, aSyn yeast inh, MmCpn inh
O=C(CC1CCCC1)N1CCCC(Nc2cccc(F)c2)C1 (stereo unspecified)
    14%, -16%, ?, i, 1%, -1%, 9%, 4%, -1%
CCN(CC)S(=O)(=O)c1ccc2nc(NC(=O)c3cncc(Br)c3)sc2c1
    12%, i, 12%, ., 19%[9.22 µM], 10%, -12%, ., .
O=C(NNS(=O)(=O)c1ccc2ccccc2c1)C1CCN(Cc2ccccc2)CC1
    -12%, -2%, ?, i, -10%, 21%, -7%, -2%, -2%
NS(=O)(=O)c1ccc(NCC2COc3ccccc3O2)c([N+](=O)[O-])c1 (stereo unspecified)
    -7%, -13%, 17%, i, -26%, -23%, 11%, -1%, -3%

# High-throughput results: PubChem BioAssay, National Center for Advancing Translational Sciences (NCATS)

# Some of the compounds tested; count on the stated rates, not on these rows.
